Screening results deposited in PubChem by several laboratories.
Tb hexokinase – blocks Trypanosoma brucei hexokinase 1 activity; recombinant TbHK1, G6PDH-coupled NADH A340; inhibition, % at 10 µM; hit rate 0.11% among 220,000; AID 1430;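 active means inhibition of 50% or more in the single-dose primary screen; inactive means inhibition below 50%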
L929 necroptosis – L929 zVAD cell death inhibition; AID 1377; L929 zVAD necroptosis rescue, ATP luminescence, 24 h; with zVAD 60 µM; hit rate 0.38% among 220,000; viability rescue, % at 10 µM;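 active means activation, scaled between plate controls, above about 75%, limit read from the data; inactive means activation under that limit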;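 further: 0% = zVAD with DMSO and 100% = DMSO alone without zVAD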
PPC-1+TRAIL kill – compounds killing PPC-1 cancer cells with TRAIL present (potentiator screen, no TRAIL-free arm) | PPC-1 cells + TRAIL, ATPLite viability luminescence | cell killing (% activity), % at 4 µM | hit rate 0.41% among 220,000;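 active means cell killing above 50% in the first pass at 4 µM, then a duplicate retest at 5 µM averaging 50% or more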;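 further: plate controls were cells with TRAIL plus DMSO for no effect and medium-only wells lacking cells for full effect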
Wee1 degr inh – blocks degradation of human Wee1 kinase | HeLa Luc-Wee1K328M stability, luciferase luminescence; 100% = proteasome inhibitor MG132 effect | reporter increase, % at 5 µM | hit rate 1.2% among 220,000 | AID 1321;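 active means activation above the mean of all tested compounds plus 3 SD, set per screening run, cut at about 8.8% in these data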;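 further: cells exposed to compound for 20 h before luminescence read; 0% = DMSO alone and 100% = MG132 at 30 µM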
Target sequence (P30291 whole entry K328M): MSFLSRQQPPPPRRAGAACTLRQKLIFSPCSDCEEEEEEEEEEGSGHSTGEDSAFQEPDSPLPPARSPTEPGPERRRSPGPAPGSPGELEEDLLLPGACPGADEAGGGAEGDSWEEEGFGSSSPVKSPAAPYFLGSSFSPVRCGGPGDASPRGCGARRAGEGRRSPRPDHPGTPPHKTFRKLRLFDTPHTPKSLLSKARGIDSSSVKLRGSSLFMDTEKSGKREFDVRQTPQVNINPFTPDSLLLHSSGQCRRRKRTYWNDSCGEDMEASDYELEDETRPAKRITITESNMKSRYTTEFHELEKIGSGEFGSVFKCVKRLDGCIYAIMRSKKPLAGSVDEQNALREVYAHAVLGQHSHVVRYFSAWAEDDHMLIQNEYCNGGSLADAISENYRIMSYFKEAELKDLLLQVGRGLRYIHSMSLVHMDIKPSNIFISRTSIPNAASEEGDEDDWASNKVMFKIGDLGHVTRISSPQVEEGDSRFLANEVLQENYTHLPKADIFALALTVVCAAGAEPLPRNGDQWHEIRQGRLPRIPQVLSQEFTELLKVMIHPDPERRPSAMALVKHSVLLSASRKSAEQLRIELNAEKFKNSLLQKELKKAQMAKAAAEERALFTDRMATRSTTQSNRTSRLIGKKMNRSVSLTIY
FXIIa inh – inhibitors of human coagulation factor XIIa; P00748; purified FXIIa, Boc-QGR-AMC fluorogenic substrate, 2 h; inhibition, % at 5 µM; hit rate 0.3% among 220,000; in the data active means inhibition above about 40%;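 further: 0% = enzyme with no compound and 100% = blank without enzyme; many of its hits are not listed in these tables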
TNF death inh – blocks TNF-alpha induced death of Jurkat FADD-/- cells; Jurkat FADD-/- TNF necroptosis rescue, ATP luminescence, 24 h; 0 = TNF only, 100 = no-TNF cells; activation (protection from cell death), % at 10 µM; hit rate 0.068% among 220,000; AID 463075;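 active means activation, meaning protection from cell death, of at least 50% relative to plate controls; inactive means activation below 50%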;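 further: necroptosis triggered by 40 ng/mL TNF-alpha added together with compound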
PGE2 EP2 inh – EP2 receptor (human) inhibition. AID 1422. inhibition, % at 25 µM. C6 glioma cells expressing human EP2, cAMP TR-FRET; cells stimulated with saturating PGE2. hit rate 0.52% among 260,000. P43116;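 active means percent inhibition above 40 after rounding to a whole number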;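 further: rat C6 glioma host cells with rolipram phosphodiesterase inhibitor present; the protocol text gives 20 µM as final concentration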
Target sequence (P43116 whole entry, looked up): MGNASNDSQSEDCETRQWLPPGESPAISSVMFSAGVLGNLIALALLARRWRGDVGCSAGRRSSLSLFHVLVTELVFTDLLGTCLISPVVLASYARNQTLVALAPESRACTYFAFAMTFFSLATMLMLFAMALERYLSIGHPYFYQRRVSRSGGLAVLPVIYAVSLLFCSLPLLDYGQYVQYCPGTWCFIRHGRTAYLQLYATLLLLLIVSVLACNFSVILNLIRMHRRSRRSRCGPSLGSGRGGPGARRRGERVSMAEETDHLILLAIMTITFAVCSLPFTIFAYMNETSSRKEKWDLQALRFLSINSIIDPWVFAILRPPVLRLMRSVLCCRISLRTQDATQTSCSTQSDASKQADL
CHOP inh – inhibitors of CHOP induction in ER stress response; hit rate 3.8% among 220,000; AID 2732; inhibition, % at 10 µM; CHO-K1 CHOP-promoter luciferase, tunicamycin-induced, 15-18 h;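 active means compounds that reduced the stress-induced luciferase reporter signal by more than about 70% of percent inhibition, limit read from the data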;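 further: 0% = tunicamycin plus vehicle and 100% = wells without tunicamycin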
FXIa inh – inhibitors of human coagulation factor XIa | purified FXIa, Boc-Glu-Ala-Arg-AMC fluorogenic substrate | inhibition, % at 5 µM | P03951 | hit rate 0.14% among 220,000;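 active means inhibition of at least 40%; inactive means inhibition below 40%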;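 further: fluorescence of freed AMC excited at 355 nm; 0% = enzyme without compound and 100% = no enzyme blank; many of its hits are not listed in these tables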
* marks the source's active call; other numbers are inactive results; . = no result given; & = joins results of further samples.

SMILES,Tb hexokinase,L929 necroptosis,PPC-1+TRAIL kill,Wee1 degr inh,FXIIa inh,TNF death inh,PGE2 EP2 inh,CHOP inh,FXIa inh
O=C(NCC1CCCO1)C1CCN(C2CCN(Cc3cccs3)CC2)CC1 (stereo not given),-11,-0.7,0,-2,0,0.5,11,4,-1
COc1ccc(CN2CCN(Cc3cccn3-c3ncccn3)CC2CCO)c(C)c1C (stereo not given),3,-0.6,12,-2,10,0.8,4,12,1
COc1cccc(CN2C(=O)CCC2(C)C(=O)NC2CCCC2)c1 (stereo not given),-4,0.0,22,0,-1,-0.2,7,26,-16
CC1CN(C(=O)c2ccc(Oc3ccccc3)cc2)CC(C)O1 (stereo not given),-4,1.0,3,-1,4,1.2,4,43,-8
Cc1ccc(/C(N)=N/OC(=O)Oc2ccccc2)cc1,-5,1.1,13,1,8,2.1,15,63,-9
Cc1ccc2[nH]c(=O)c(COC(=O)c3cccs3)cc2c1,-7,2.0,9,-3,4,0.0,4,46,6
COc1ccc(/C=C/c2cc(C(F)(F)F)on2)cc1,-14,0.7,16,3,6,-0.3,10,-7,2
COC(=O)Cc1[nH]nc2c1C(c1cc(OC)c(OC)c(OC)c1)C(C#N)=C(N)O2 (stereo not given),-5,-0.1,12,-2,16,0.9,4,14,4
Cc1[nH]c2ccc(CNS(=O)(=O)c3ccc(S(=O)(=O)N4CCOCC4)cc3)cc2c1C,-7,-0.4,5,0,5,-0.6,9,-32,-23
Cc1nn(C)c(C)c1CN(C)C(=O)C1(C)CC1(Br)Br (stereo not given),2,1.5,-1,-1,1,3.0,1,14,-2
Cn1c(=O)c(=O)n(C)c2cc(S(=O)(=O)CCC(=O)N3CCOCC3)ccc21,-14,0.5,9,1,0,0.6,13,7,-7
Cc1ccccc1C(=O)NC1CCN(C(=O)Nc2ccccc2Cl)CC1,3,5.3,26,-2,6,1.1,6,2,1
COc1ccc(N2CCN(C(=O)c3cccc(Br)c3)CC2)c([N+](=O)[O-])c1,-1,0.8,-4,1,-3,0.1,16,13,-4
COc1cccc(OC)c1NC(=O)CN1CCC(NC(=O)c2cccc(F)c2)CC1,0,-0.1,19,0,6,-0.6,8,15,-8
COc1ccc2c(c1)c(=O)c(C(=O)c1ccccc1)cn2Cc1ccccc1,-15,.,7,1,12,-8.2,4,1,8
COc1ccc(OC)c(/C=N/NC(=O)CNC(=O)c2ccc(S(=O)(=O)N3CCCC3)cc2)c1,-7,1.7,-1,-1,8,0.5,6,21,-3
Cc1cc(Cl)ccc1OCC(=O)NNC(=O)c1cnccn1,-2,-1.2,18,2,7,-0.2,4,9,4
COc1ccc2c(c1OC)CN(C)CCc1cc3c(cc1C(=O)C2)OCO3,4,0.3,19,3,4,4.0,5,-10,-3
CC(NC(=O)CN(C1CCCCC1)S(C)(=O)=O)c1ccccc1 (stereo not given),-1,-0.6,25,4,18,-1.0,7,11,18
Cc1ccccc1C(=O)Nc1nnc(-c2ccco2)o1,-6,0.0,3,-1,-3,-1.0,6,-8,-6
Nc1c(C(=O)Nc2ccc(Cl)c(Cl)c2)sc2nc(-c3cccnc3)ccc12,-15,-0.7,11,-1,11,0.8,12,-5,9
CCCCCCOC(=O)C(C#N)c1nc2ccccc2nc1N1CCN(CC)CC1 (stereo not given),-3,-0.2,-6,-2,13,-12,10,-33,7
CN(C)C(=O)Nc1cnc2ccccc2c1,-7,0.9,6,5,2,1.1,8,4,2
CCc1nnc(NC(=O)CSc2nc(-c3ccccc3)cc(-c3ccc(F)cc3)c2C#N)s1,6,-0.3,20,1,20,-1.2,7,84*,-1
Cc1ccc(C)c(NC2=C(Cl)C(=O)OC2OC(C)C)c1 (stereo not given),1,14,9,0,5,0.1,8,11,-4
CCCc1nnc(NC(=S)Nc2ccccc2)s1,-8,-1.5,17,-3,8,-0.1,9,6,-7
CCOc1ccc2nc(NC(=O)CSc3nc(SC)ns3)sc2c1,1,0.1,23,3,0,1.7,5,56,10
O=C(c1ccco1)N1CCC(c2nc(-c3ccc(F)cc3)no2)CC1,-9,0.4,12,1,11,1.0,12&11,30,-2
Cc1cc[n+]2cc(-c3cccc([N+](=O)[O-])c3)c(-c3cccc([N+](=O)[O-])c3)cc2c1,-35,0.0,10,1,16,-0.2,9,27,8
O=C1CCCCCN1CP(=O)(O)CCc1ccccc1,4,-0.2,7,2,-6,0.2,5,24,-7
CCN(C(=O)CSc1nnc(Cc2ccccc2F)n1N)C1CCS(=O)(=O)C1 (stereo not given),-3,-0.3,9,-1,0,1.5,8,-2,-2
CCOC(=O)C1(Cc2ccccc2C)CCCN(C(=O)c2ccccn2)C1 (stereo not given),-7,1.4,-4,-2,9,0.3,9,1,-4
COCCN(CCOC)S(=O)(=O)c1ccc(C(=O)Nc2sc3c(c2C(N)=O)CCCCC3)cc1,-12,4.6,-2,-2,2,0.1,7,82*,7
CSc1ccc(CN(C)CC(=O)NCc2ccccc2)cc1,-3,-0.5,-5,-1,2,1.5,7,6,-1
O=C(O)c1ccn2c(C(=O)c3ccccc3)c(-c3ccccc3)cc2c1,-22,-0.3,1,0,6,0.8,11,-16,1
CC(=O)c1cccc(-n2nnnc2SCC(=O)NNC(=O)C(C)C)c1,-2,-1.0,25,-1,10,-1.1,1,8,0
O=c1c2cc(-c3ccccc3)sc2ncn1/N=C/c1ccco1,6,0.7,12,-2,31,1.3,19,-20,18
Fc1ccc(CN2CCN3CCCC3C2C2CCCCC2)cc1F (stereo not given),12,0.3,0,1,5,0.4,15,68,-2
CCOC(=O)C1=C(CSc2nnnn2C)N(C)C(=O)NC1c1ccccc1 (stereo not given),-5,0.4,17,-1,-8,0.2,12,22,-8
COc1cccc(C2C(C(=O)c3cccs3)=C(O)C(=O)N2CCN(C)C)c1OC (stereo not given),-24,0.1,-6,-3,13,0.4,14,24,3
CC(OC(=O)CN1C(=O)C2C3C=CC(C4CC34)C2C1=O)C(=O)c1ccccc1 (stereo not given),-1,0.9,10,4,5,0.2,10,3,0
CC(C)n1c(NCc2nc3ccccc3n2C)nc2ccccc21,-3,0.0,2,0,-8,0.0,8,41,3
O=C(COc1ccc(C(=O)NCCc2ccccc2)cc1)Nc1ccccc1,6,0.5,32,-1,2,1.8,7,31,0
CC(C)NC(=O)c1ccc2c(=O)n(CC3CCCO3)c(=S)[nH]c2c1 (stereo not given),-4,1.1,16,1,4,-0.3,6,5,-3
C=CCN(C(=O)CNC(=O)c1cccs1)C(C(=O)NC1CCCCC1)c1cccnc1 (stereo not given),-2,0.7,8,-3,6,1.7,12&6,-8,-3
O=[N+]([O-])C(=C1NCCN1)C(Cl)=C(Cl)Cl,-12,2.9,20,-2,13,-1.0,10,0,6
c1ccc(CCNc2ncnc3c2cnn3-c2ccccc2)cc1,-6,1.1,-2,5,13,2.8,10,-7,6
COc1ccc(C)cc1S(=O)(=O)N(C)CC(=O)Nc1ccc2c(c1)OCCO2,6,-0.8,4,1,14,-2.1,5,30,-5
Cc1cc(C(=O)OCC(=O)Nc2cccc(S(=O)(=O)N(C)C)c2)c(C)o1,-3,21,2,1,11,-0.5,5,5,3
COC(=O)CCSCc1cn2cc(Cl)ccc2n1,-2,0.2,0,-1,16,-0.1,-1,61,1
COc1ccccc1S(=O)(=O)Cc1ccc(C(=O)NCc2ccc3c(c2)OCO3)o1,-2,0.1,5,0,8,-3.9,8,22,1
CC(NC(=O)c1cccnc1)C(=O)O (stereo not given),-3,4.2,11,-2,6,0.4,4,21,-7
CC(=O)c1nc(-c2ccccc2)sc1C,-12,0.2,19,-2,7,0.5,21,16,-2
COc1cccc(-n2nc(C(=O)Nc3ccc4c(c3)OCO4)c3ccccc3c2=O)c1,-2,-0.4,6,-2,12,-0.8,7,31,5
CC1CCN(C(=O)C2(NC(=O)Nc3cccc(F)c3)CCCCC2)CC1,-2,.,0,2,14,0.7,9&11,24,7
CCCOc1ccc(-c2csc(NC(=O)CN3C(=O)CCC3=O)n2)cc1,-5,0.9,10,-2,15,3.0,11,-23,9
CCOC(=O)C1=C(CC)Nc2ccccc2N=C1NC(=O)c1ccc(S(=O)(=O)N2CCCC2)cc1,-1,-0.7,-11,-1,6,2.3,4,12,1
Cc1cc(C)c(S(=O)(=O)NCC2CCC(C(=O)NCc3ccc4c(c3)OCO4)CC2)c(C)c1 (stereo not given),1,0.1,11,1,10,-2.6,23,9,-1
CCOC(=O)c1cn(-c2c(Cl)cccc2Cl)c2cc(Cl)c([N+](=O)[O-])cc2c1=O,-11,.,-6,2,14,-1.6,8,-25,5
Cc1cc(NC(=O)CCC(=O)N(Cc2cccs2)C(C(=O)NC2CCCC2)c2ccncc2)no1 (stereo not given),1,1.0,14,0,30,0.2,6,-11,9

(next part)
SMILES,Tb hexokinase,L929 necroptosis,PPC-1+TRAIL kill,Wee1 degr inh,FXIIa inh,TNF death inh,PGE2 EP2 inh,CHOP inh,FXIa inh
Cc1ccc(Nc2ncnc3c2nnn3Cc2ccccc2)cc1,-5,0.8,5,8,1,0.7,7,-1,-7
CC1=C/C(=N\NC(=S)NCCc2ccccc2)CC(C)(C)C1,6,0.7,4,-1,1,1.4,8,-30,-4
CC(C)Cn1nc(NC(=O)C(C)(C)C)c2cc3ccccc3nc21,-10,0.6,14,0,-5,0.3,2,-10,0
COCCNC(=O)CSc1nc2ccccc2c(=O)n1CCCC(=O)NCc1ccccc1,-6,0.9,-17,-2,4,0.8,4,17,-5
CC(C)N(Cc1ccccc1)C(=O)CSc1nccn1C,-3,0.9,9,12*,7,0.6,4,23,7
CN(c1ccc(C(=O)Nc2ccc(CC#N)cc2)cc1)S(C)(=O)=O,-2,10,1,4,6,0.7,0,12,0
Cn1nc([N+](=O)[O-])nc1Sc1nnnn1-c1cccc(C(=O)O)c1,-11,0.8,17,2,7,2.8,6,-2,-2
CN(C)S(=O)(=O)c1ccc(C(=O)Nc2ccccc2F)cc1,1,0.2,10,-4,16,2.9,9,-14,-12
Nc1ccc(NC(=O)c2ccccc2)c2c1C(=O)c1ccccc1C2=O,-1,-0.1,2,-1,7,-7.1,9,0,0
COc1ccccc1NC(=O)COc1ccc(/C=N/NC(=O)CSCc2ccc(Cl)cc2)cc1,8,0.2,26,-2,9,-0.4,.,24,-2
CC(NC(=O)C(NC(=O)C(Cc1c[nH]c2ccccc12)NC(=O)OC(C)(C)C)C(C)C)C(N)=O (stereo not given),-3,1.2,32,5,3,-0.8,5,16,1
CNC(=S)N/N=C/c1cn(CCOc2cccc(OC)c2)c2ccccc12,-17,0.3,14,-2,14,-2.5,17,18,5
COc1ccc(-c2nn(-c3ccccc3)cc2C(=O)NC(=S)Nc2cc(Cl)ccc2Cl)cc1,-5,0.1,-12,-2,6,1.5,4,-5,3
Cc1nc2nc(-c3ccccc3)cn2nc1C,-11,2.6,29,-1,-5,-5.5,10,-27,-10
Cc1cccc(N2CCN(C3=NC(=O)/C(=C\c4cn[nH]c4-c4ccccc4)S3)CC2)c1,-7,0.9,3,-2,9,2.0,6,102*,-4

Some of the compounds tested; the hit share may differ from the screen's.
